Hsp70 inhibitors: small molecules displacing fluorescent ligand from Hsp70 – biochemical, fluorescence polarization, primary screen (AID 583); 140,000 compounds, 0.06% hits; Hsp70 fluorescence polarization probe displacement, mP; higher % means a stronger effect; one-dose displacement, % at 20 µM; IC50 in µM for titrated hits; in the data active = displacement above about 50%;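 also: plate controls were vehicle for no effect and reference ligand for full effect; a part of the inactive calls stands beside numbers as strong as those of hits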
MKP-3 inhibition: inhibition of rat DUSP6 enzyme activity – biochemical, in vitro, primary screen (AID 425); recombinant MKP-3 phosphatase activity, fluorescence; higher % means a stronger effect; one-dose inhibition, % at 20 µM; IC50 in µM for titrated hits; 110,000 compounds, 0.17% hits; in the data active = inhibition above about 50%;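 also: plate controls were vehicle for no effect and reference inhibitor for full effect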
Numbers without * were called inactive; . = no result given; & = joins results of further samples. Only part of the results is shown; the hit share may differ from the screen's.

SMILES	Hsp70 inhibitors	MKP-3 inhibition
Cc1ccc(CC(=O)Nc2nncs2)cc1	2.6%	-7.4%
O=C(CSCc1cnn(-c2ccccc2)c1-n1cccc1)NCC1CCCO1 (stereo not given)	8.2%	-4.8%
O=C(CSc1nnc(CNC(=O)c2c(F)cccc2Cl)o1)NCc1ccc2c(c1)OCO2	.	2.2%
CN(C)CCCCCCCCCCNC(=O)/C=N\O	1.2%	-0.9%
C=CCNC(=O)C(C(=O)OCC)C1CCCCC1 (stereo not given)	-1.1%	.
COC(=O)NCC(c1cccnc1)N1CCN(c2ccccc2F)CC1 (stereo not given)	-0.4%	1.0%
O=C(/C=C/c1ccccc1Cl)Nc1ccc(F)c(F)c1	-3.1%	2.2%
COc1ccc(/C=C\C(=O)C2C(=O)c3ccccc3C2=O)cc1	-3.5%	-0.5%
CCn1c(SCC(=O)NCc2ccco2)nnc1-c1ccc(N)cc1	4.4%	-0.7%
CCc1ccc(NC(=O)CSc2nc3cc(C(=O)OC)ccc3c(=O)n2Cc2ccco2)cc1	-2.2%	11.6%
COCCn1c(C)cc(C(=O)CSc2nnc(C)s2)c1C	2.7%	-12.4%
COc1ccc(C(=O)N2CCN(C3CCC(c4ccccc4)CC3)CC2)cc1 (stereo not given)	0.7%	4.5%
CC(C)(C)c1cc(C(F)(F)F)c2c(=O)n(-c3ccccc3)[nH]c2n1	1.1%	2.6%
CC(=O)n1cc(/C=C2\N=C(c3cccs3)OC2=O)c(-c2ccccc2)n1	1.4%	1.5%
O=C(CSCc1cccc(Br)c1)N1CCCCCC1	-6.4%	-2.1%
Cc1ccc(N2C(=O)c3ccccc3NC2c2ccccc2O)cc1 (stereo not given)	3.6%	1.3%
N#Cc1ccc(C(=O)NCC(c2ccco2)N2CCCCC2)cc1 (stereo not given)	5.4%	.
O=c1[nH]cnc2c1C1(CCCC1)Cc1ccccc1-2	2.1%&-1.0%	-0.2%&1.6%
CCOC(=O)/C=C(\C)Nc1cc(-c2ccc(Br)cc2)[nH]n1	-1.7%	-0.3%
CS(=O)(=O)N(Cc1ccc(C(=O)NCC2CCCO2)cc1)c1ccccc1 (stereo not given)	-3.9%	6.2%
NC(=O)c1ccc(NC(=O)c2cc(C(F)(F)F)cc(C(F)(F)F)c2)cc1	2.4%	4.7%
O=C1CCCCC1Oc1ccc2c3c(c(=O)oc2c1)CCC3 (stereo not given)	1.8%	-1.3%
CC(C)CCN=Cc1c(O)n(-c2ccccc2)c(=O)c2ccccc12	-4.7%	.
Cc1cc(C)c(NC(=O)c2ccccc2[N+](=O)[O-])c(C)c1	-0.4%	1.0%
CC(C)Cn1c(CCCN2C(=O)c3ccccc3C2=O)nc2ccccc2c1=O	-1.7%	3.3%
COc1cc(/C=C2\C(=O)NC(=O)N(c3ccc(C)cc3)C2=O)c(Br)cc1O	1.1%	4.6%
Cc1nn(C)c(C)c1S(=O)(=O)N(CC(=O)NCCN1CCOCC1)c1ccc(C(C)C)cc1	2.1%	-15.6%
O=c1cc(C(F)(F)C(F)F)oc2ccccc12	-3.7%	.
O=C(Cc1ccccc1)Nc1ccc(NC(=O)C2CC2)nc1	-3.1%	-4.1%
Nc1nonc1NC(=O)N/N=C\c1ccccc1F	-2.6%	3.8%
CC(c1nnc(SCC(=O)N2CC(=O)Nc3ccccc32)n1Cc1ccccc1)N(C)C (stereo not given)	-4.1%	.
CC(=O)C(C(C)=O)C(NC(=O)c1cccnc1)(C(F)(F)F)C(F)(F)F	-1.7%	-2.1%
c1ccc2c(c1)Cc1cc(CN3CCOCC3)ccc1-2	-0.6%	-11.3%
O=[N+]([O-])c1ccc(/C=N/C(=S)NNc2ccccc2)o1	-4.5%	2.1%
CSCCC1C(C#N)=C(N)Oc2n[nH]c(-c3cccs3)c21 (stereo not given)	2.6%	6.9%
COc1cccc(C2NC(=S)NC(C)=C2C(=O)Nc2ccc(C)cc2)c1 (stereo not given)	-3.4%	2.1%
Cc1ccc(N(CC(=O)N2CCCC2)S(C)(=O)=O)cc1Cl	-3.3%	-0.5%
Cc1ccc(-c2ccc(/C=N/n3cnnc3)o2)cc1Cl	-0.5%	1.8%
COc1cc(C2C(C#N)=C(C)NC3=C2C(=O)c2ccccc23)cc(OC)c1OC (stereo not given)	-5.5%	0.7%
Cc1ccc(S(=O)(=O)N2CCCN(S(=O)(=O)c3ccc(C)cc3)CC2)cc1	0.8%	-7.0%
CCOC(=O)N1CCN(S(=O)(=O)c2c(C)[nH]c(=O)[nH]c2=O)CC1	2.6%	.
CCOC(=O)N1CCC(Nc2c(-c3ccc(C)cc3)c(=O)c2=O)CC1	2.4%	-9.4%
CCOc1cc2[nH]c(=O)n(CC3CCC(C(=O)NC(C)CC)CC3)c(=O)c2cc1OCC (stereo not given)	2.3%	-2.8%
CC1CC(Nc2ccccc2)c2ccccc2N1C(=O)Nc1cccc(Cl)c1 (stereo not given)	5.5%	-0.3%
Cc1ccccc1OCC(=O)Nc1ccc(Cl)c(C(F)(F)F)c1	1.2%	-0.7%
COc1ccc(OC)c(NC(=O)CCN2CCC(C)CC2)c1	1.9%	-5.0%
COc1ccc(CNC(=O)CN(Cc2ccccc2)S(=O)(=O)c2ccc(Cl)cc2)cc1	1.9%	.
CCOC(CNC(=O)c1ccc2nc(N3CCC(C)CC3)sc2c1)OCC	-0.5%	.
Oc1c(I)cc(I)cc1C=Nc1ccc2c(c1)oc1ccccc12	11.5%	4.5%
COc1ccccc1N(CN1CCCC1=O)C(=O)c1c(F)cccc1F	-1.2%	3.8%

New compounds follow
SMILES	Hsp70 inhibitors	MKP-3 inhibition
CCCCC(CC)CNC(=O)c1ccc2c(c1)OCO2 (stereo not given)	3.0%	-12.6%
CS(=O)(=O)N(CC(=O)NCCSc1ccc(Cl)cc1)c1ccc2c(c1)OCO2	12.5%	-13.6%
COc1ccc(OC)c(N2C(=O)CC(Cc3ccc(Cl)cc3)C2=O)c1 (stereo not given)	-5.0%	.
O=C(CSc1ncccn1)NCc1ccccc1Cl	-11.9%	3.8%
COCCNC(=S)Nc1ccc(Cl)cc1Cl	-4.5%	0.9%
CS(=O)(=O)N1CCN(c2ccccc2NC(=O)c2ccc(Br)o2)CC1	1.9%	.
CCC(C(=O)Nc1cc([N+](=O)[O-])ccc1OC)c1ccccc1 (stereo not given)	3.7%	2.5%
COc1ccc(/C=c2\sc3nc4c(C)c(C)ccc4n3c2=O)cc1	33.3%	0.5%
Cc1nn(-c2ccccc2)c(Cl)c1C(=O)Nc1nnc(C2CCCCC2)s1	2.4%	.
COc1cccc(C(=O)OCn2nnc3ccccc3c2=O)c1	-1.6%	0.4%
N#Cc1cc2c(nc1SCc1ccccc1)CCC2	1.1%	.
Cc1ccc(OCC(=O)O/N=C(\N)c2ccc([N+](=O)[O-])cc2)cc1	6.6%	-0.1%
O=C(Nc1ccc(-c2nc3ccccc3o2)c(O)c1)c1ccc(-c2cccc(Cl)c2)o1	-4.3%	4.1%
Cc1cc(C)c2c3c(c(-c4ccccc4)n2n1)c(=O)n(C)c(=O)n3C	-9.4%	-11.2%
COc1ccc2c(c1)CCc1c(C(=O)N3CC4(C)CC3CC(C)(C)C4)noc1-2 (stereo not given)	-10.9%	-0.4%
Cc1ccc(NC(=O)Nc2nccs2)cc1	4.5%	1.5%
O=C(OCCN1C(=O)c2ccccc2C1=O)c1cc(S(=O)(=O)N2CCOCC2)ccc1Cl	7.4%	-8.6%
COc1ccc(C(c2nnnn2C2CCCC2)N2CCN(c3ccccc3)CC2)cc1 (stereo not given)	-1.6%	.
CCOC(=O)/C(C#N)=C/c1cc(C)n(-c2ccc(C)cc2)c1C	-0.4%	.
COc1ccccc1C(=O)NNC(=O)COc1ccc(C)cc1C	4.3%	2.2%
Cc1cc(C)n(-c2nc(SCCN(C)C)c3c4c(sc3n2)CCCC4)n1	1.5%	.
O=C(O)C1CCC(CNCc2cccnc2)CC1 (stereo not given)	4.5%	-3.3%
O=C(CCN1C(=O)c2ccccc2C1=O)Nc1ccc(F)c(Cl)c1	-1.6%	2.8%
Cc1ccsc1/C=C1\SC(=O)NC1=O	3.3%	-4.6%
Cc1ccc(C2/C(=C(/O)c3ccc(Cl)cc3)C(=O)C(=O)N2c2nccs2)cc1 (stereo not given)	4.1%	2.3%
O=C1CSC2(C(=O)Nc3ccccc32)N1c1cccc(Cl)c1 (stereo not given)	1.8%	-4.7%
NCCCCCc1nnc(SCc2ccc(Cl)c(Cl)c2)o1	0.2%	.
COC(=O)c1cc2c(ccn2-c2ccc(F)cc2)n1CC(C)C	3.8%	.
CCOc1ccc2[nH]c(=O)c(C(c3nnnn3C3CCCCC3)N3CCN(CC)CC3)cc2c1 (stereo not given)	2.2%	-1.1%
COc1ccc(/C=C(\NC(=O)c2ccccc2)C(=O)NCCc2c[nH]c3ccccc23)cc1	3.2%	4.3%
O=C1c2ccccc2C(=O)N1CCCCN(C(=O)c1ccc(Br)cc1)c1ccc(F)cc1F	2.3%	1.8%
O=C(c1ccccc1)N1CCN(c2ncnc3c2cnn3-c2ccccc2)CC1	-0.6%	-1.8%
O=[N+]([O-])/C(=C\c1ccccc1)c1ccccc1	-1.7%	8.9%
CC(NC(=O)Nn1cnnc1)(C(F)(F)F)C(F)(F)F	4.4%	.
CCCOC(=O)CSC1=C(C#N)C(c2ccccc2OC)C(C#N)C(=O)N1 (stereo not given)	7.5%	-5.9%
CCOc1cc(-c2conc2N)cc(OCC)c1OCC	-7.2%	-16.6%
O=C(CN1CCN(Cc2ccccc2)CC1)Nc1ccc(Cl)cn1	0.2%	-6.2%
Cc1oc(-c2ccccc2Cl)[n+]([O-])c1C	-0.6%	.
Cc1nnc(NC(=O)CSc2nnc3scc(-c4ccc(C)c(C)c4)n23)s1	4.2%	-3.8%
Cc1ccc(CN2CC(C(=O)O)CC2=O)cc1 (stereo not given)	4.4%	.
COC(=O)/C(=C/C(=O)c1ccc([N+](=O)[O-])cc1)Nc1ccc(Br)cc1	-0.3%	-1.1%
O=C1c2ccccc2-c2onc3ccc(Nc4cccc([N+](=O)[O-])c4)c1c23	-0.6%	10.7%
O=C1/C(=C/c2ccc(Cl)cc2)SC(=S)N1CCS(=O)(=O)O	0.6%	4.2%
COC(=O)CNC(=O)Cn1cnc2sc(C)c(S(=O)(=O)N3CCC(C)CC3)c2c1=O	1.9%	-0.6%
COc1ccc(S(=O)(=O)N2CCOCC2)c(Cl)c1Cl	11.5%	-1.7%
CC(C)c1ccc(OCC(=O)Nc2ncc(S(=O)(=O)c3ccc([N+](=O)[O-])cc3)s2)cc1	4.9%	7.6%
CCSc1nc2ccccc2n1CC(=O)Nc1ccc(F)cc1	-3.8%	3.8%
Cc1cc(=O)oc(C)c1C(=O)N1CCN(c2ccc(F)cc2)CC1	3.7%	.
COc1ccc(Br)cc1C(=O)Nc1cccc(S(N)(=O)=O)c1	0.9%	1.6%
O=C1c2ccccc2C(Nc2cccnc2)N1Cc1ccccc1Cl (stereo not given)	-0.7%	2.2%

(more compounds)
SMILES	Hsp70 inhibitors	MKP-3 inhibition
c1cc(-c2nn[nH]n2)ccc1CN1CCCCC1	-1.5%	7.3%
COc1ccc(CCC(N)=O)cc1OC	10.0%	.
O=C(Nc1ccc(NC(=O)c2ccc([N+](=O)[O-])cc2)cc1)c1ccc(Br)cc1	2.9%	0.1%
CS(=O)(=O)N1CCN(C(=O)c2cc(-c3ccncc3)nc3ccc(Cl)cc23)CC1	4.5%	1.4%
O=C(CSc1nc2ccccc2n1CC(=O)N1CCCC1)NCc1ccc2c(c1)OCO2	6.5%	-1.5%
Cc1ccc(SCCNC(=O)c2ccccc2C)cc1	1.1%	.
CC1=C(C(=O)OCc2ccccc2)C(c2ccccc2OC(C)C)CC(=O)N1 (stereo not given)	0.1%	4.0%
CCCc1cc(=O)[nH]c(SCC(=O)c2cc(C)n(CCOC)c2C)n1	4.7%	-11.0%
COc1ccc(CCNC(=O)CCNS(=O)(=O)c2cccc3nonc23)cc1OC	6.2%	.
Cc1nn(-c2ccccc2)c(C)c1/C=N\N1CCN(c2ccccc2)CC1	0.5%	1.0%

5 of the compounds above, with values under each structure:
Order of values – Hsp70 inhibitors, MKP-3 inhibition
- O=C(CSc1nc2ccccc2n1CC(=O)N1CCCC1)NCc1ccc2c(c1)OCO2
  6.5%, -1.5%
- Cc1ccc(SCCNC(=O)c2ccccc2C)cc1
  1.1%, .
- CC1=C(C(=O)OCc2ccccc2)C(c2ccccc2OC(C)C)CC(=O)N1 (stereo not given)
  0.1%, 4.0%
- CCCc1cc(=O)[nH]c(SCC(=O)c2cc(C)n(CCOC)c2C)n1
  4.7%, -11.0%
- COc1ccc(CCNC(=O)CCNS(=O)(=O)c2cccc3nonc23)cc1OC
  6.2%, .

Following part
SMILES	Hsp70 inhibitors	MKP-3 inhibition
Cc1onc(-c2ccccc2Cl)c1C(=O)NCc1ccco1	3.5%	1.6%
COc1ccc(-c2cc(C(F)F)n3ncc(C(=O)N4CCSCC4)c3n2)cc1	17.0%	0.3%
CC(=O)C1=C(O)C=C(c2ccco2)CC1c1ccco1 (stereo not given)	1.0%	-9.7%
COC(=O)COc1ccc(S(=O)(=O)Nc2ccc3c(c2)OCO3)cc1	10.3%	3.8%
COC(=O)[C@H](C)NC(=O)Nc1cc(Cl)ccc1C	-0.5%	.
Cc1ccc2c(NC(=O)C3CC3)cccc2n1	-1.7%	-8.7%
Cc1scc(C(=O)Nc2ccon2)c1-c1ccccc1	.	-4.4%
